Bioassay records as filed in PubChem.
D1 potentiator – Potentiators of Human D1 Dopamine Receptor: qHTS; HEK293 TREx D1 cells, calcium flux, dopamine EC20 potentiation; potentiation, % at 10 µM; 360,000 tested, 0.036% active; AID 504651, 2011; in the data active = potentiation above about 30%; note: 0% is about no effect
TRHR enhancer – qHTS for Small Molecule Agonists and Allosteric Enhancers of Human TRH Receptor: Primary Screen for Enhancers. TRHR cells, fluo-8 calcium fluorescence, EC20 TRH enhancement. enhancement, % at 2 µM. 360,000 tested, 0.66% active. Thyrotropin-releasing hormone receptor (Homo sapiens), P34981; in the data active = enhancement above about 30%; note: 0% is about no effect
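Enhancer read-out: after compound pinning and an initial kinetic agonist-mode read, an EC20 of TRH (10 nM final) was injected and fluo-8 calcium signal (Ex 480/Em 530) followed at 1 s/cycle for 100 cycles in TRHR-expressing cells.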
D1 antag – Antagonist of Human D 1 Dopamine Receptor: qHTS | activity change, negative = inhibition, % at 10 µM | HEK293 TREx D1 cells, calcium flux, dopamine EC80; active compounds read low | 360,000 tested, 3.2% active | AID 504652, 2011; in the data active = activity change below about -30%; note: % is set by controls: 0 for no effect and ±100 for the full control effect
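Calcium flux readout: force-coupled, inducible Hek293 Trex D1 line, cells induced overnight at 30 C with tetracycline, dye-loaded 30–90 min at RT. Antagonism scored against EC80 dopamine challenge given 180 s after compound.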
D2 antagonist – HTS Assay for Allosteric Antagonists of the Human D2 Dopamine Receptor: Primary Screen for Antagonists. D(2) dopamine receptor (Homo sapiens), P14416. HEK293 TREx D2 cells, calcium flux, dopamine EC80. inhibition, % at 10 µM. 340,000 tested, 2% active. AID 485344, 2010; in the data active = inhibition above about 30%; note: 0% is about no effect
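HEK293 T-REx D2 cells, tet-induced, calcium dye no-wash. Cpd pintool add, 180 s kinetic, then EC80 DA, 180 s kinetic. Ca flux read.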
D2 agonist – HTS Assay for Allosteric Agonists of the Human D2 Dopamine Receptor: Primary Screen for Agonists | D(2) dopamine receptor (Homo sapiens), P14416 | HEK293 T-REx D2 cells, calcium flux agonist mode | activation, % at 2 µM | 340,000 tested, 0.53% active | AID 485358, 2010;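 active = activation over 3 SD above normal in the single-dose calcium agonist read, cut at about 30% in these data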; note: 0% is about no effect
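Agonism is scored from calcium flux in a force-coupled, inducible HEK293 cell line expressing D2, read kinetically for 180 s after compound addition against dopamine controls.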
D1 agonist – Allosteric Agonists of the Human D1 Dopamine Receptor: qHTS. D(1A) dopamine receptor (Homo sapiens), P21728. HEK293 T-REx D1 cells, calcium flux, agonist mode. activation, % at 2 µM. 360,000 tested, 1% active. AID 504660, 2011; in the data active = activation above about 30%; note: 0% is about no effect
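Inducible HEK293 T-REx D1 cells, force-coupled to calcium signalling, were plated at 4000 cells/well with tetracycline and held overnight at 30 C. After no-wash calcium dye loading, compound-evoked calcium rise over 180 s flagged agonists.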
RXFP1 antag – qHTS Assay for Antagonists of the Relaxin Receptor RXFP1; HEK293-RXFP1, relaxin-stimulated cAMP HTRF, 30 min; active compounds read low; activity change, negative = inhibition, % at 57.5 µM; 350,000 tested, 0.59% active;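 active = activity change of -60% or lower, but not beyond a set lower limit; inconclusive = change between -60% and -40%, or beyond the set limit; inactive = change above -40%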; note: % is set by controls: 0 for no effect and ±100 for the full control effect
Target sequence (Q9HBX9 whole entry, looked up): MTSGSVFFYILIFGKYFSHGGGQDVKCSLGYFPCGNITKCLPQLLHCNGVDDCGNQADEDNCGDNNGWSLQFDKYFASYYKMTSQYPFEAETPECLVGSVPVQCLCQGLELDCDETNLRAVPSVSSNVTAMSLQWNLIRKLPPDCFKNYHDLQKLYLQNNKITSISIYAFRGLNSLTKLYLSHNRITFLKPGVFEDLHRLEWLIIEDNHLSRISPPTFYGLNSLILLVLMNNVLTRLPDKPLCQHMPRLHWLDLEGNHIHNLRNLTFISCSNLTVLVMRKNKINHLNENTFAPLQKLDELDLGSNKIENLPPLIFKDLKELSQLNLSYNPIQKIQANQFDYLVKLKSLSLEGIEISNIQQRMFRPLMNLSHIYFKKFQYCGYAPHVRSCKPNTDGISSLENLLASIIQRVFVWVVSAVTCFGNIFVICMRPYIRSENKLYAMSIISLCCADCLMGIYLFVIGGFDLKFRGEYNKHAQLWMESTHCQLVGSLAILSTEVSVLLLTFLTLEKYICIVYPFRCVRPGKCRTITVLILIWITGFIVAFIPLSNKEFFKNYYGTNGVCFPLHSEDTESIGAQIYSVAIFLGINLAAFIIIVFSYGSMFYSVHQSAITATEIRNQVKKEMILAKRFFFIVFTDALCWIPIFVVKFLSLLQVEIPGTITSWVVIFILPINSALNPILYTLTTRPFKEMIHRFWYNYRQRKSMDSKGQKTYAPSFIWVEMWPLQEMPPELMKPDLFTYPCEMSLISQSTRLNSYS
D2 potentiator – HTS Assay for Positive Allosteric Modulators of the Human D2 Dopamine Receptor: Primary Screen for Potentiators. D(2) dopamine receptor (Homo sapiens), P14416. HEK293 T-REx D2, calcium flux, EC20 dopamine potentiation. potentiation, % at 10 µM. 340,000 tested, 0.34% active. AID 485347, 2010;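 active = potentiation over 3 SD above the plate norm, cut at about 30% in these data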; note: 0% is about no effect
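Potentiation of an EC20 dopamine calcium response is measured in a force-coupled, tetracycline-inducible Hek293 Trex D2 line. Compound-only kinetic reads over 180 s flag agonists before dopamine addition.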
RXFP1 agonist – qHTS Assay for Agonists of the Relaxin Receptor RXFP1 | Relaxin receptor 1 (Homo sapiens), Q9HBX9 | Potency, µM (series often up to 57.5 µM), for the others: at the top dose activation, most hits filed as activators | HEK293T-RXFP1 cAMP TR-FRET, 30 min; response scale: percent of porcine relaxin response, buffer zero | 370,000 tested, 0.3% active; active = well fitted activation curve with a large enough effect; inconclusive = small, poorly fitted or top-dose-only effect; note: potency is the fitted concentration of half-maximal effect; % is set by controls: 0 for no effect and ±100 for the full control effect; nearly all actives have a fitted effect of over 60% in size; many of its hits are not listed in these tables
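HEK293 cells stably expressing RXFP1, treated 30 min at 37C with compounds plus PDE4 inhibitor Ro 20174; cAMP measured by HTRF TR-FRET. Normalized to buffer and 29 nM porcine relaxin; EC50 by Hill fit.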
* hit, by the source's call; u = inconclusive; x = not tested or not shown; & = joins results of further samples; [ ] = remark or other dose. Some of the compounds tested (hit frequency here may not be typical).

SMILES	D1 potentiator	TRHR enhancer	D1 antag	D2 antagonist	D2 agonist	D1 agonist	RXFP1 antag	D2 potentiator	RXFP1 agonist
CCOC(=O)c1c(C)[nH]c(C)c1C(=O)COC(=O)c1ccc(Cl)c(S(N)(=O)=O)c1	-8	11	-4	-7	-0.1	-2	-6	-7	0.9%
C[n+]1ccn(CC(=O)c2ccc(Cl)cc2)c1	4	3	3	0	0.1	2	18	-6	3.3%
CCc1nc2ccc(C(=O)NCc3cc(OC)ccc3OC)cc2nc1CC	-3	-2	-4	x	1.8	0	-27	x	2.4%
COc1ccc(-n2ccnc(SCC(=O)NC3CCCCC3)c2=O)cc1	7	3	-10	7	-2.9	0	2	1	18%
COc1ccc(CC(=O)Nc2nc3ccc(F)cc3s2)cc1S(=O)(=O)N1CCOCC1	-1	2	-9	1	0.1	24	6	1	0.8%
COc1ccc2c(c1OC)C(=O)c1ccccc1C2=O	-1	2	x	-13	-0.2	1	x	8	2.1%
O=C(CCS(=O)(=O)Cc1ccccc1)Nc1nnc(C(F)(F)F)s1	x	12	7	0	0.8	2	-3	4	13%
COc1ccc(NC(=S)N(CCCN2CCOCC2)C(C)c2cc3cccc(OC)c3o2)cc1 (stereo not given)	-9	4	17	35*	0.1	2	-13	-18	-0.7%
O=S(=O)(Nc1ccc2nc(-c3cccc(Cl)c3)oc2c1)c1ccccc1	2	2	3	x	-0.8	3	-2	-4	12%
COc1cccc(NC(=O)Cn2nnc(C(=O)Nc3cc(Cl)ccc3OC)c2N)c1	-2	2	6	2	-0.4	9	-6	24	9.8%
Cc1onc(-c2ccccc2)c1C(=O)N1CCN(Cc2ccc3c(c2)OCO3)CC1	0	-5	7	-4	0.2	5	-1	0	3.0%
COc1ccc(NC2CCCN(C(=O)c3cccnc3)C2)cc1 (stereo not given)	11	10	15	-1	0.3	2	7	5	-4.7%

10 entries already listed, sorted by number of heavy atoms, lowest first.
SMILES	D1 potentiator	TRHR enhancer	D1 antag	D2 antagonist	D2 agonist	D1 agonist	RXFP1 antag	D2 potentiator	RXFP1 agonist
C[n+]1ccn(CC(=O)c2ccc(Cl)cc2)c1	4	3	3	0	0.1	2	18	-6	3.3%
COc1ccc2c(c1OC)C(=O)c1ccccc1C2=O	-1	2	x	-13	-0.2	1	x	8	2.1%
COc1ccc(NC2CCCN(C(=O)c3cccnc3)C2)cc1 (stereo not given)	11	10	15	-1	0.3	2	7	5	-4.7%
O=C(CCS(=O)(=O)Cc1ccccc1)Nc1nnc(C(F)(F)F)s1	x	12	7	0	0.8	2	-3	4	13%
COc1ccc(-n2ccnc(SCC(=O)NC3CCCCC3)c2=O)cc1	7	3	-10	7	-2.9	0	2	1	18%
CCc1nc2ccc(C(=O)NCc3cc(OC)ccc3OC)cc2nc1CC	-3	-2	-4	x	1.8	0	-27	x	2.4%
CCOC(=O)c1c(C)[nH]c(C)c1C(=O)COC(=O)c1ccc(Cl)c(S(N)(=O)=O)c1	-8	11	-4	-7	-0.1	-2	-6	-7	0.9%
COc1cccc(NC(=O)Cn2nnc(C(=O)Nc3cc(Cl)ccc3OC)c2N)c1	-2	2	6	2	-0.4	9	-6	24	9.8%
COc1ccc(CC(=O)Nc2nc3ccc(F)cc3s2)cc1S(=O)(=O)N1CCOCC1	-1	2	-9	1	0.1	24	6	1	0.8%
COc1ccc(NC(=S)N(CCCN2CCOCC2)C(C)c2cc3cccc(OC)c3o2)cc1 (stereo not given)	-9	4	17	35*	0.1	2	-13	-18	-0.7%

More records follow.
SMILES	D1 potentiator	TRHR enhancer	D1 antag	D2 antagonist	D2 agonist	D1 agonist	RXFP1 antag	D2 potentiator	RXFP1 agonist
CC(C)Oc1ccc(CNC(=O)c2cc3cccc4c3n2CC(C)S4)cc1 (stereo not given)	-3	-1	0	x	0.2	1	-27	-3	u
CCn1cc(C(=O)N(C)c2ccccc2F)c2cc(OC)c(OC)cc2c1=O	1	12	-3	0	2.0	-2	4	9	-1.8%
COC(=O)[C@@H]1CC[C@H](C)[C@@H](c2ccc(C)cc2)N1C(=O)c1ccc(/C=N/OC[C@@H](O)[C@H]2O[C@@H]3OC(C)(C)O[C@@H]3[C@H]2O)cc1	3	-1	23	-13	-0.9	4	x	9	-0.5%
CSc1c(C#N)c(N)nc2sc(C(=O)c3ccccc3)c(N)c12	0	3	-11	-11	3.0	37*	-9	-10	-49%[inhibitor]
Cc1ccc(C)c(NC2=CC(=O)CC(C)(C)C2)c1C#N	-4	11	1	0	0.8	0	-7	8	0.2%
Cc1cc(C(=O)NC2CCCN(Cc3ccccc3F)C2)n[nH]1 (stereo not given)	-6	1	-12	-4	0.0	4	9	-11	-2.6%
O=C(CSc1nc2ccc(Cl)cc2[nH]1)N1CCN(C(=O)c2ccco2)CC1	-5	-7	-2	2	0.0	1	-9	0	0.4%
CCCCN(C)C(=O)Cn1ncc2c([nH]c3ccc(C)cc32)c1=O	-4	23	9	x	0.6	1	-1	4	-2.1%
COc1ccc(N2CC(NC(=O)C(c3ccccc3)c3ccccc3)CC2=O)cc1OC (stereo not given)	1	16	x	x	0.3	-4	x	9	0.4%
CC(C)CNC(=S)Nc1ccc(Oc2ccccc2)cc1	1	-2	-1	-16	-0.5	13	-12	0	0.2%
CCCCn1c(SCC(=O)NCc2ccco2)nc2ccccc2c1=O	2	-10	-3	-8	1.1	4	-12	-2	0.5%
O=C(NNC(=O)C1CC=CCC1C(=O)O)c1cccs1 (stereo not given)	-1	3	-20	6	0.1	5	-1	8	-0.3%
CC(C(=O)N1CCOCC1)N1C(=O)c2ccccc2C1=O (stereo not given)	-2	-1	0	-11	0.3	1	-4	5	-0.5%
CCN(C(=O)COC(=O)c1cc(S(=O)(=O)N2CCc3ccccc32)ccc1OC)C1CCS(=O)(=O)C1 (stereo not given)	-5	-2	-6	0	0.5	0	-8	0	0.7%
COc1ccc(CCNC(=S)NCCc2ccc(OC)c(OC)c2)cc1OC	-5	-4	-28	1	-0.8	2	1&-18	7	3.9%
Cc1cc(=O)[nH]c(SCC(=O)Nc2nc(-c3ccccc3)c(-c3ccccc3)o2)n1	-3	-2	-3	17	-1.4	2	-7	-3	0.4%
CC1(C)Cc2ccccc2C(N/N=C/c2ccc(Cl)cc2)=N1	4	5	44	-5	-1.1	2	-6	1	-2.4%
COc1ccccc1CNC(=O)c1ccc(N2CCCC2)c(NC(=O)NCCC(C)C)c1	1	-2	-1	x	-0.4	12	-1	0	3.6%
Cc1c(C(=O)NCc2cccnc2)sc2nc(-c3ccccc3)cn12	-11	1	-2	-15	-0.7	1	12	-3	5.6%
NS(=O)(=O)c1ccc(NC(=O)Cn2nc(C(=O)O)c3ccccc3c2=O)cc1	x	-5	0	-2	0.4	4	-5	1	-0.6%
CCOC(=O)C1(Cc2cccc(OC)c2)CCN(CC2CC=CCC2)CC1 (stereo not given)	-2	-1	4	2	-0.1	2	-13	-21	-0.1%
O=C(Oc1nsnc1N1CCCCC1)N1CCOCC1	4	0	-11	6	-0.1	-3	9	-7	0.8%
CC(C)(C)CC(C)(C)c1ccc(O)c(CN2CCN(CCC#N)CC2)c1	-2	0	46	4	-0.1	0	-26	-4	0.7%
O=S(=O)(NCC(c1ccc2c(c1)OCO2)N1CCN(c2ccccc2)CC1)c1ccccc1 (stereo not given)	-3	3	3	80*	71*	4	-12	-28	1.6%

Shown field by field: part of the list above.
canonical_smiles: CCc1nc2ccc(C(=O)NCc3cc(OC)ccc3OC)cc2nc1CC
  D1 potentiator = -3
  TRHR enhancer = -2
  D1 antag = -4
  D2 antagonist = x
  D2 agonist = 1.8
  D1 agonist = 0
  RXFP1 antag = -27
  D2 potentiator = x
  RXFP1 agonist = 2.4%
canonical_smiles: CCn1cc(C(=O)N(C)c2ccccc2F)c2cc(OC)c(OC)cc2c1=O
  D1 potentiator = 1
  TRHR enhancer = 12
  D1 antag = -3
  D2 antagonist = 0
  D2 agonist = 2.0
  D1 agonist = -2
  RXFP1 antag = 4
  D2 potentiator = 9
  RXFP1 agonist = -1.8%

(cont.)
SMILES	D1 potentiator	TRHR enhancer	D1 antag	D2 antagonist	D2 agonist	D1 agonist	RXFP1 antag	D2 potentiator	RXFP1 agonist
Cc1cc(C)c2c(N)c(C(=O)Nc3ncc(C)s3)sc2n1	10	-4	1	6	1.1	1	2	11	6.8%
Cc1ccccc1-n1ncc2c1CC(C)(C)CC2NC(=O)C1CCC1 (stereo not given)	-5	-2	-1	-6	-0.4	4	-16	4	-2.9%
COc1ccc(C(=O)N2CCN(CC(=O)N3CCOCC3)CC2)cc1	-2	-5	-7	2	0.7	2	2	-4	0.0%
Cc1cc(/C=C2/SC(=O)N(CC(=O)N3CCOCC3)C2=O)c(C)n1-c1ccccc1F	-12	1	-9	-6	-1.1	3	x	10	0.2%
CCOc1ccccc1NC(=O)C(Cc1ccccc1)NS(=O)(=O)c1ccc(Br)s1 (stereo not given)	-2	0	12	x	1.2	-2	x	-2	-0.8%
Cc1ccc2[nH]c(CN3CCN(C)C(CCO)C3)c(C)c2c1 (stereo not given)	-1	2	-17	x	x	3	-2	-3	0.8%
Cc1ccc(NC(=O)C2CCCN(S(=O)(=O)c3c(C)n[nH]c3C)C2)cc1C (stereo not given)	-3	-3	-10	x	-0.4	1	x	-4	4.2%
